High-throughput results deposited in PubChem BioAssay by National Center for Advancing Translational Sciences (NCATS).
Imprint erasure: genomic imprint erasure induction; mouse ES Peg3-LacZ reporter, beta-gal luminescence, 40 h; Potency, µM (highest dose often 60.7 µM), inactives show top-dose activity change, positive = activation, most hits filed as activators; 0.02% of 110,000 active; AID 1948;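 further: 0% = negative control wells on the plate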
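Imprint erasure is scored as LacZ activity from the silenced maternal Peg3 allele in feeder-free female ES cells cultured 40 h with LIF. Luminescence is normalized to in-plate negative controls and fitted to the Hill equation.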
IkB sig inh: IkB pathway inhibition in ABC-DLBCL cells; Potency, µM (series often up to 57.1 µM), inactives show at the highest dose IkBa stabilization activation; 0.04% of 110,000 active; ABC-DLBCL IkBa-CBG/CBR dual luciferase ratio, 4 h; response scale: scaled: untreated 0%, proteasome inhibitor 100%; active means well fitted curve in the direction sought with a large enough effect in the signal ratio, not every such curve was filed as active; inconclusive means small, poorly fitted or top-dose-only effect, or a change in a side signal; the % refers to the signal ratio;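 further: the direction sought is a rising ratio; 0% = basal untreated cells and 100% = reference inhibitor full response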
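In this assay, an IκBα–CBG68 fusion accumulates when IKK-driven degradation is blocked; native CBR normalizes for cell number. OCI-Ly3 cells were treated 4 h with compound and doxycycline, then green and red light read after Chroma-Glo addition.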
p53ts 32C tox: cytotoxicity in p53ts cells at permissive temperature | H1299-p53A138V at 32C, ATP luminescence viability, 24 h | Potency, µM (highest dose often 46.1 µM), for inactives: at the highest dose activity change, negative = cytotoxicity, usual class: cytotoxic | 0.93% of 130,000 active;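 further: 0% = DMSO and -100% = full killing by reference compound; nearly all actives have a fitted effect of over 55% in size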
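Cells: H1299 p53ts (A138V), 600/well, pre-incubated 16–30 h at 37C. Cpd up to 46 uM, 24 h, 32C. Readout: ATPlite luminescence, 20 min RT. Normalization: DMSO vs tamoxifen 100 uM. AC50 by Hill equation.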
p53ts 39C tox: kills p53ts cells at the nonpermissive temperature | H1299-p53A138V viability at 39C, ATP luminescence, 24 h | Potency, µM (highest dose often 46.1 µM), for the others: top-dose activity change, negative = cell killing, hits mostly cytotoxic | 1.5% of 130,000 active | AID 902; further: nearly all actives have a fitted effect of over 55% in size
Starred values were filed as active, the others as inactive; ? = inconclusive; / = not tested or not shown; & = joins results of further samples; [ ] = remark or other dose. Unless noted, the call rests on the fitted dose curve; in most records, active means well fitted curve in the direction sought with a large enough effect; inconclusive means small, poorly fitted or top-dose-only effect, or another doubt; inactive means no such curve, though single readings can be large; an effect the other way counts as inactive or inconclusive. Unless noted, on the % scale 0 is the no-effect control and ±100 the full control effect; potency means the concentration at half of the fitted maximal effect.

SMILES	Imprint erasure	IkB sig inh	p53ts 32C tox	p53ts 39C tox
COc1ccc(-c2noc(CCC(=O)N(C)c3cc(Cl)ccc3OC)n2)cc1	12%[10.9 µM]	?	12%	-19%
COc1ccc(C(=O)Nc2onc3c2CCCC3)cc1	-71%[inhibitor][10.9 µM]	?	10µM*	10µM*
CC(=O)Nc1cc2c(cc1C(C)=O)OCCO2	-4%	1.1%	4%	1%
Cc1ccc(NC(=O)/C=C/c2ccc(Cl)cc2)c(Br)c1	-13%[10.9 µM]	-1.7%	17%	-6%
CCOC(=O)Cc1csc(NC(=O)CSc2nnc(C(C)C)n2C)n1	0%	0.6%	2%	-9%
COc1ccc2[nH]c(=O)c(CN(C(=O)c3cccc(Cl)c3)c3cccc(C)c3)cc2c1	-17%[10.9 µM]	?	-6%	-5%
CCc1ccccc1NC(=O)C(Cc1cccc(OC)c1OC)c1nn[nH]n1 (configuration not stated)	-12%	-0.9%	1%	-8%
Cc1ccc(S(=O)(=O)c2nc(S(C)(=O)=O)sc2NCc2ccccc2)cc1	14%[10.9 µM]	0.1%	10%	6%
COc1ccc(-c2noc(-c3cccnc3N3CCN(c4ccc(OC)cc4)CC3)n2)cc1	?	0.1%	-4%	3%
CC1CCN(c2ccc(C(=O)O)cc2N)CC1	-5%	1.7%	2%	9%
CCOC(=O)/C=C1\SCC(=O)N1CC(=O)NC1CCCCC1	-8%	-1.1%	-3%	0%
C=CCn1c(SCC(=O)c2cc(C)n(Cc3cccs3)c2C)nnc1-c1ccncc1	-16%	?	-11%	-14%

Reprinted from the part before: 2 entries, then new ones.
SMILES	Imprint erasure	IkB sig inh	p53ts 32C tox	p53ts 39C tox
CCOC(=O)/C=C1\SCC(=O)N1CC(=O)NC1CCCCC1	-8%	-1.1%	-3%	0%
C=CCn1c(SCC(=O)c2cc(C)n(Cc3cccs3)c2C)nnc1-c1ccncc1	-16%	?	-11%	-14%
O=C(ON=C1CCN(S(=O)(=O)c2ccccc2)CC1)c1ccc(F)cc1	/	/	5%	7%
CCOc1ccc(NC(=O)Cn2c(=O)cc(C)c3c(C)nn(-c4ccc(CC)cc4)c32)cc1	-15%[10.9 µM]	-0.7%	10%	14%
Cc1cccc(NS(=O)(=O)c2ccc(-n3cccn3)cc2)c1C	-7%[10.9 µM]	-0.1%	2%	-20%
CCCN1C(=O)C2(C(C(=O)c3ccc(C)o3)=C(O)C(=O)N2CCCN2CCOCC2)c2ccccc21 (configuration not stated)	-3%	-1.2%	-6%	3%
COc1cc(Nc2nc(SCC#N)nc3ccccc23)cc(OC)c1OC	-12%	-1.7%	-2%	13%
Cc1ccc(NS(=O)(=O)c2ccc(NC(=O)C3CCCO3)cc2)cc1 (configuration not stated)	-17%	-1.2%	-4%	3%
CCOC(=O)c1cc(NC(=O)c2ccc(C)cc2)c(=O)n2c1oc1ccccc12	5%[10.9 µM]	2.4%	0%	-2%
Cc1ccc(N2CC(C(=O)NCc3ccc4c(c3)OCO4)CC2=O)cc1C (configuration not stated)	-5%	2.0%	-5%	0%
CCN(CC)c1ccc(C(=S)N2CCN(c3ccccc3)CC2)cc1	-12%	2.7%	-3%	-5%
O=C(NCCCN1CCCCC1)c1ccc2c(c1)sc1nc(-c3ccc(F)cc3)cn12	-11%[10.9 µM]	-0.7%	18%	14%
CCC(=O)c1ccc(OCC(O)CN2C(=O)NC(C)(C)C2=O)cc1 (configuration not stated)	-9%	-3.0%	2%	10%
COc1cccc2cc(C(=O)NCc3ccccn3)c(=O)oc12	/	/	-11%	-1%
Cc1ccc(NCc2nnc(SCC(=O)N(Cc3ccccc3)C(C)(C)C)o2)c(C)c1	-13%	?	25%	22%
Cc1c(-c2nnc(SCC(=O)Nc3ccc(Cl)cc3)o2)nnn1-c1ccc(F)cc1	15%[10.9 µM]	?	8%	-6%
O=c1oc2ccccc2cc1-c1cn2cc(Cc3cc(Cl)ccc3Cl)sc2n1	-8%[10.9 µM]	-0.2%	-4%	10%
CC(=O)Nc1nnc(SCC(=O)NCC2CCCO2)s1 (configuration not stated)	/	/	-6%	-19%
Cc1cccc(NC(=O)CC2CCC2)c1	-7%	-0.2%	-3%	-1%
CC(C)C(c1nnnn1C1CCCC1)N(C)C1CCCCC1 (configuration not stated)	-25%	1.0%	-3%	-11%
Cc1ccc(CNC(=O)CCCCn2c(=O)c3ccccc3n(Cc3ccc(C)cc3)c2=O)cc1	-13%[10.9 µM]	1.8%	9%	-3%
C/C(=C\c1ccc(C(=O)O)cc1)c1ccc2c(c1)C(C)(C)CCC2(C)C	?	0.0%&32%	?	33%[activator]
CC(C)c1nc2ccc(C(=O)NC(C)c3ccccc3)cc2o1 (configuration not stated)	-4%[10.9 µM]	4.9%	5%	-4%
O=C(CN(Cc1ccccc1Cl)C(=O)Cn1nnc(-c2cccs2)n1)NCC1CCCO1 (configuration not stated)	-9%	-0.7%	10%	3%
Cc1cc(=O)oc2ccc(OCC(=O)N3CCC(C)CC3)cc12	-20%	-1.5%	6%	8%
COc1cc(C2NC(=O)NC(O)(C(F)(F)F)C2C(=O)c2ccc(Cl)cc2)ccc1O (configuration not stated)	-29%	-1.1%	19%	-4%
Cc1nnc(SCc2cn3ccsc3n2)n(N)c1=O	3%	0.6%	-3%	1%
c1ccc(C(c2nnnn2Cc2ccco2)N2CCN(c3nc4ccccc4s3)CC2)cc1 (configuration not stated)	/	/	24%	14%
O=C(NCc1ccco1)c1cc(-c2ccco2)on1	-33%[inhibitor]	?	-12%	-12%
Cc1ccccc1OCCCCCNCCO	/	/	-9%	-20%
CCc1cc2c(=O)n(-c3ccc(C)cc3)cnc2s1	/	/	-21%	11%
Cc1cccc(Nc2nc(N)nc(CN3CCC(C)CC3)n2)c1C	9%	0.2%	0%	4%
CCOc1ccc(C(C)C)cc1S(=O)(=O)Nc1cccc(-c2ccc(N3CCOCC3)nn2)c1	-20%[10.9 µM]	?	-10%	-9%
CCOC(=O)CCN1C(=O)[C@H]2[C@H]3[C@H](O)[C@H](O)C/C(=N/OC[C@@H](O)COCc4ccco4)[C@H]3CC[C@@H]2C1=O	/	/	10%[9.22 µM]	2%[9.22 µM]
COc1ccc(NC(=O)N2CCCc3ccccc32)cc1	-45%[inhibitor]	-4.3%	-17%	-22%
COc1ccc(C(=O)N2CCC3(CCCN(Cc4ccccc4)C3)CC2)cc1	/	0.7%[11.4 µM]	-1%	2%
COc1ccccc1N1CCN(C(=O)c2ccc3c(c2)N(Cc2cc(C)ccc2C)C(=O)c2ccccc2S3(=O)=O)CC1	-16%[10.9 µM]	?	12%	-1%
Fc1ccc(-c2nc(Nc3cccc(C(F)(F)F)c3)nc3c2COc2ccccc2-3)cc1	-18%[10.9 µM]	-1.6%	34%[activator]	0%
Clc1cccc(-c2nnc(SCc3nc4ccccc4[nH]3)n2Cc2ccco2)c1	-12%	?	1%	20%
Cc1c(C(=O)Nc2ccccc2Cl)oc2ccc(S(=O)(=O)N3CCC4(CC3)OCCO4)cc12	-8%	-1.6%	6%	5%
COC(=O)C1(C(O)C(=O)c2ccc(C)cc2C)CCCCC1 (configuration not stated)	-1%	0.3%	14%	-3%
Cc1cccc(-c2noc(CN(C(C)C)S(=O)(=O)c3ccc(F)cc3)n2)c1	-16%	?	7%	-13%
CCNc1nc(NCC)n2c(SCc3nc4ccccc4c(=O)[nH]3)nnc2n1	-9%	-0.2%	-1%	-1%
Brc1ccc(-c2cn3cc(Cc4ccccc4)sc3n2)cc1	-6%[10.9 µM]	6.4%	-27%	?
Cc1ccc(C)c(N2CCN(C(=O)C3CCN(c4nc5ccc(C)cc5[nH]4)CC3)CC2)c1	-12%[10.9 µM]	?	6%	-13%
FC(F)(F)c1cccc(Nc2nc3nonc3nc2Nc2ccc(Cl)cc2)c1	-26%[10.9 µM]	?	?	16µM*
O=C(c1cc2sccc2n1Cc1ccc(F)cc1)N1CCCc2ccccc21	/	/	-6%	-16%
COc1ccc(NC(=O)CCS(=O)(=O)c2ccc3c(c2)n(C)c(=O)c(=O)n3C)cc1Cl	-8%[10.9 µM]	1.5%	-8%	1%
OCCSc1ncnc2c1oc1ccccc12	4%	-4.4%	-3%	-11%
COc1cccc(C2CC(=O)N3CN(c4ccccc4F)CSC3=C2C#N)c1 (configuration not stated)	2%	2.0%	-5%	1%
CCN(CC)S(=O)(=O)c1ccc2c(c1)N(CC(=O)N1CCN(c3cc(Cl)ccc3C)CC1)C(=O)CO2	-12%[10.9 µM]	0.6%	14%	3%
CCOC(=O)c1cc(-c2ccc(C)cc2)n(CCC(=O)NCCN(C)C)c1C	/	/	-3%	-12%
CC(=O)c1cc(-c2ccccc2)n(CC(=O)N2CCC(C)CC2)c1C	/	/	17%	15%
O=C(Nc1ccc(Oc2ccc(S(=O)(=O)N3CCOCC3)cn2)cc1)c1ccco1	-10%	0.7%	9%	-1%
CC1(C)S[C@@H]2[C@H](NC(=O)[C@@H](N)c3ccccc3)C(=O)N2[C@H]1C(=O)O[C@H]1OC(=O)c2ccccc21	-6%[16.8 µM]	6.7%[25.6 µM]	6%[20.6 µM]	10%[20.6 µM]
O=C(Cn1cc(C(=O)C(F)(F)F)c2ccccc21)N1CCCCCC1	10%[10.9 µM]	?	3%	-13%
CCCCSc1nc(C)c(CC(=O)O)c(=O)[nH]1	6%	-0.3%	-4%	7%
COC(=O)c1cnn2c(C(F)(F)F)cc(-c3ccco3)nc12	5%	5.2%	3%	18%
Cc1cc(NC(=O)CCC(=O)N(Cc2cccs2)C(C(=O)NC2CCCC2)c2ccccc2)no1 (configuration not stated)	/	/	6%	7%
CCOc1ccccc1NC(=O)CSc1c2c(nc3ccc(Cl)cc13)CCCC2	-9%[10.9 µM]	?	?	?
c1ccc(-c2nc(N3CCN(c4ccccc4)CC3)nc(-n3ccnc3)n2)cc1	8%	1.2%	-20%	12%
Cc1nc2cnc(N(C)C)nc2n(C2CC2)c1=O	?	-0.7%[11.4 µM]	2%	6%

Some of the entries so far, in markdown:
| molecule | Imprint erasure | IkB sig inh | p53ts 32C tox | p53ts 39C tox |
| --- | --- | --- | --- | --- |
| c1ccc(C(c2nnnn2Cc2ccco2)N2CCN(c3nc4ccccc4s3)CC2)cc1 (configuration not stated) | / | / | 24% | 14% |
| CCOC(=O)c1cc(NC(=O)c2ccc(C)cc2)c(=O)n2c1oc1ccccc12 | 5%[10.9 µM] | 2.4% | 0% | -2% |

The main list resumes, repeating the 2 entries before the break.
SMILES	Imprint erasure	IkB sig inh	p53ts 32C tox	p53ts 39C tox
c1ccc(-c2nc(N3CCN(c4ccccc4)CC3)nc(-n3ccnc3)n2)cc1	8%	1.2%	-20%	12%
Cc1nc2cnc(N(C)C)nc2n(C2CC2)c1=O	?	-0.7%[11.4 µM]	2%	6%
CCOC(=O)c1cnc2c(cnn2CC)c1NN=C(C)C	-10%&-19%	0.5%&-0.8%	-6%&-7%	-7%&-12%
O=C(CN1C(=O)COc2ccccc21)NCCC1=CCCCC1	-3%	-0.9%	0%	-2%
Cc1nn2c(=O)cc(COC(=O)c3ccccc3NC(=O)C(C)C)nc2s1	-10%[10.9 µM]	0.2%	-1%	-20%
CC1(C)N([O-])C(c2cccs2)=C[N+]1=O	-9%	10%	-4%	1%
CC(C)(C)NC[C@@H](O)COc1ccccc1C1CCCC1	-16%[16.8 µM]	1.7%[25.6 µM]	2%[20.6 µM]	-13%[20.6 µM]
COc1cc(-c2nnc(SCC(=O)N3c4ccccc4Sc4ccccc43)o2)cc(OC)c1OC	/	/	9%	-10%
CCCOc1cccc(C(=O)O)c1	-4%	4.5%	-7%	-1%
Cn1c(=N)c(S(=O)(=O)c2ccccc2)cc2c(=O)n3ccccc3nc21	4%	-0.3%	2%	10%
COc1ccc(C2C3=C(CC(C)(C)CC3=O)Nc3c2c(=O)[nH]c2nc(C)nn32)cc1 (configuration not stated)	-8%	0.9%	-2%	3%
COc1ccccc1N1CCN(CCCCNS(=O)(=O)c2cccc3c(N(C)C)cccc23)CC1	-17%	12%	?	?
CO[C@]12C(COC(N)=O)C3=C(C(=O)C(C)=C(N)C3=O)N1CC1NC12 (some centres not stated)	-28%	/	-14%	?
